miR122 inh: inhibitors of miR-122 in Huh7 cells; Huh7 miR-122 Renilla luciferase sensor, 48 h; neutral wells = 0, positive control = 100; activation (reporter increase), % at 12.5 µM; hit rate 0.3% among 340,000;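 active = mean replicate activation score at least 90 and every replicate individually at or above 90; inconclusive = only one of the two criteria met; inactive = neither criterion met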;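 also: higher luciferase means less miR-122 activity so hits act as miR-122 inhibitors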
Casp6 inh: blocks human caspase-6 cleavage activity | hit rate 0.53% among 350,000 | inhibition, % at 12.5 µM | purified caspase-6, Z-VEID-R110 cleavage fluorescence;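 active = mean inhibition across replicates at least about 35%, with every replicate also reaching that limit, limit read from the data; inconclusive = only one of the two criteria met; inactive = neither criterion met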;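 also: 0% = median of neutral control wells and 100% = no fluorescence left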
Target sequence (P55212 24-179 limits assumed): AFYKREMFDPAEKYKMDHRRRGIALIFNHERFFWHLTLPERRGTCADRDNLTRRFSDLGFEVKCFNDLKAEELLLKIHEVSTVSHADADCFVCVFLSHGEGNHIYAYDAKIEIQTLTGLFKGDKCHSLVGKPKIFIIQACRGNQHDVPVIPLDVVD
Target sequence (P55212 194-293 limits assumed): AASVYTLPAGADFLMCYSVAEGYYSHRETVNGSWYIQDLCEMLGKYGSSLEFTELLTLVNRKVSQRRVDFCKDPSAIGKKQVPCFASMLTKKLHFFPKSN
CFTR F508del cor: CFTR F508del correction in bronchial cells | hit rate 0.36% among 350,000 | activity (quench increase), % at 7.58 µM | CFBE cells, YFP halide quenching; stimulated with forskolin plus potentiator P3; % fluorescence drop versus neutral controls | AID 720511;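 active = mean added fluorescence quench of at least 8% versus neutral control, with both replicates also reaching 8%; inconclusive = only one of the mean or replicate conditions met; inactive = mean below 8% and not both replicates reaching 8%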;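 also: cells transiently co-express mutant CFTR-F508del with the halide-sensitive YFP; corrector assay measuring rescue of mutant channel to the surface after 24 h compound exposure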
SIRT5 inh: sirtuin-5 (human) deacylase inhibition; Q9NXA8; Purified SirT5, succinyl-peptide AMC, trypsin-coupled fluorescence; inhibition, % at 15 µM; hit rate 1.1% among 330,000; AID 652115; in the data active = inhibition above about 15%; inconclusive = no clear call, values can overlap the other calls
Target sequence (Q9NXA8 whole entry, looked up): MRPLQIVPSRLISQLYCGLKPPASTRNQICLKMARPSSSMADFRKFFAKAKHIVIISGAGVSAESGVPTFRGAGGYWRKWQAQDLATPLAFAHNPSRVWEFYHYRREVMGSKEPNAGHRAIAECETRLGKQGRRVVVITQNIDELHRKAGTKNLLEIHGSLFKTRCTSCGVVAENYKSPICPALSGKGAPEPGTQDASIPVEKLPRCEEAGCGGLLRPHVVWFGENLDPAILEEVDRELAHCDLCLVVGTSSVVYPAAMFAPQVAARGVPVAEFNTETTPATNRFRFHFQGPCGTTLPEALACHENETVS
DENV2 CPE rescue: protects cells from dengue virus 2 cytopathic effect. DENV2-infected cells, cytopathic effect rescue, plate reader. CPE inhibition, % at 9.99 µM. hit rate 1.7% among 350,000; in the data active = CPE inhibition above about 20%, passing the limit was not always enough; inconclusive = no clear call, values can overlap the other calls; tested in BHK-21 cells;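 also: 0% = median of neutral control wells and 100% = median of positive control wells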
ERp5 inh: blocks human ERp5 reductase activity on insulin; ERp5 insulin aggregation, absorbance 650 nm, 90 min; hit rate 0.05% among 350,000; Q15084; AID 651711; inhibition, % at 9.99 µM;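 active = mean replicate inhibition above about 25%, with every replicate also reaching it, limit read from the data, passing the limit was not always enough; inconclusive = only one of those two criteria met; inactive = neither criterion met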
Target sequence (Q15084 whole entry, looked up): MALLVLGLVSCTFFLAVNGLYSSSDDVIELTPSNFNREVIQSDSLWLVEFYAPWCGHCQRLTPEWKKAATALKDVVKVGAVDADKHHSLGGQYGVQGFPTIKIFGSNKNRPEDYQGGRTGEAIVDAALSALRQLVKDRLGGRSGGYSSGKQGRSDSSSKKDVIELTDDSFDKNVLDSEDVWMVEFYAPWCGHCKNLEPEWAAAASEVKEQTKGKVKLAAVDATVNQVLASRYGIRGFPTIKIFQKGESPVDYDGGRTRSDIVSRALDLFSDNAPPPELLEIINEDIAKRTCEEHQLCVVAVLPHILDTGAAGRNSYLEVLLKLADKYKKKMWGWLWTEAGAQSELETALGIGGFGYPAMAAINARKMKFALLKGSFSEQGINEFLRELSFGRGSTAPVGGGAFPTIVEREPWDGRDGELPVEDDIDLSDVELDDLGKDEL
ERAP1 HTS inh: inhibitors of human ERAP1 aminopeptidase | recombinant ERAP1, Leu-AMC fluorescence, 60 min | inhibition, % at 10.7 µM | hit rate 0.15% among 340,000 | AID 652197;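 active = mean replicate inhibition of at least 30%, or all replicates individually reaching that 30% level; inactive = mean below 30% and not every replicate reaching it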;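 also: 0% = neutral control wells and 100% = L-leucinethiol positive control wells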
The depositor's hits bear a star; ? = inconclusive; . = no result given; & = joins results of further samples; [ ] = dose if it differs, or a comment.

canonical_smiles	miR122 inh	Casp6 inh	CFTR F508del cor	SIRT5 inh	DENV2 CPE rescue	ERp5 inh	ERAP1 HTS inh
CC1(c2nnnn2Cc2ccccc2)CCC(=O)N1CC(F)(F)F (stereo not drawn)	.	-1	-1.7	.	-3	5	8
C[C@@H]1CN([C@H](C)CO)C(=O)c2cc(-c3cccc(C(=O)N(C)C)c3)cnc2O[C@H]1CN(C)C(=O)Cc1ccccn1	4[16.7 µM]	2	-1.2	-7	4	3	2
Cc1nn(C)cc1C(C)Nc1nc2nonc2nc1N1CCCCC1 (stereo not drawn)	-4	-5	-0.2	-4	1	2	-2
O=C(c1ccccc1F)N1CCN=C1SCc1cccnc1	-5	-1	-2.5	.	13	19	2
Nc1ncnc2c1ncn2[C@@H]1O[C@H](CNS(=O)(=O)c2cc(S(=O)(=O)c3ccccc3)cs2)[C@@H](O)[C@H]1O	-1	0	-5.0	-2	-14	1	1
Cc1ccccc1-c1ccc([C@H]2[C@H]3CN(S(C)(=O)=O)CC(=O)N3[C@H]2CO)cc1	.	2	0.8	0	-11	-5	0
CC(=O)N(C)C[C@H]1Oc2cc(C#CC(C)C)ccc2S(=O)(=O)N([C@H](C)CO)C[C@@H]1C	33[16.7 µM]	1	2.7	0	-7	2	-1
CCS(=O)(=O)Nc1ccc2c(c1)C(=O)N(C)[C@@H]1CC[C@@H](CC(=O)N3CCOCC3)O[C@H]1CO2	1[16.7 µM]	0	-3.5	1	3	0	1

Of the compounds above, these contain a halogen:
canonical_smiles	miR122 inh	Casp6 inh	CFTR F508del cor	SIRT5 inh	DENV2 CPE rescue	ERp5 inh	ERAP1 HTS inh
CC1(c2nnnn2Cc2ccccc2)CCC(=O)N1CC(F)(F)F (stereo not drawn)	.	-1	-1.7	.	-3	5	8
O=C(c1ccccc1F)N1CCN=C1SCc1cccnc1	-5	-1	-2.5	.	13	19	2

Next section.
canonical_smiles	miR122 inh	Casp6 inh	CFTR F508del cor	SIRT5 inh	DENV2 CPE rescue	ERp5 inh	ERAP1 HTS inh
CCOc1ncccc1C(=O)NNC(=O)c1cccc(S(=O)(=O)Nc2ccccc2OC)c1	-1	3	3.7	2	24*	0	-1
COc1ccc(N2CC(C(=O)O)CC2=O)cc1 (stereo not drawn)	.	-4	0.4	-2	19	2	-2
CC(C)NC(=O)Nc1ccc2c(c1)C(=O)N([C@H](C)CO)C[C@H](C)[C@@H](CN(C)Cc1ccc3c(c1)OCO3)OCCCC[C@@H](C)O2	2	-1	1.3&0.3	5	2&-6	4	3
COc1ccc(NC(=O)CN(C)C(=O)c2oc3ccccc3c2C)cc1	.	4	0.3	0	-26	1	-2
O=C(Nc1ccnn1C1CCN(Cc2ccc(C#CCCO)cc2)CC1)c1cccc(F)c1	-6	-3	1.7	0	?	-5	2
CC1CC(C)CN(CC(=O)c2c[nH]c3ccccc23)C1 (stereo not drawn)	2	-1	0.2	-3	1	1	1
COc1ccc(-n2ncc3c(=O)n(CC(=O)N(C(C)C)C(C)C)cnc32)cc1	-3	-1	0.2	-2	-6	-2	-4
CCCCN(C)Cc1c(O)ccc2c(=O)c(-c3ccccc3OC)coc12	0	-4	.	-6	3	5	0
COc1ccc2c(Cl)c(C(=O)N/N=C/c3cccnc3)sc2c1	.	0	2.5	15	?	1	0
Cc1[nH]c2ccccc2c1C(=O)COC(=O)c1c(-c2ccccc2)noc1C	.	2	.	-1	9	9	7
CO[C@@H](CN(C)S(=O)(=O)c1ccc(C)cc1)[C@H](C)CN(Cc1ccccc1Cl)[C@H](C)CO	.	4	-1.6	0	1	1	0
COc1cccc(NC(=O)c2ccc3c(c2)N(CC(=O)N2CCOCC2)C(=O)C(C)(C)O3)c1	-2	0	-2.2	-8	3	0	3
Cc1ccc(C)c(CC(=O)N2CCCCC2c2cc(C(=O)Nc3ccc(F)c(Cl)c3)no2)c1 (stereo not drawn)	2	-2	-0.4	2	3	2	-5
O=C(O)c1ccc(S(=O)(=O)c2ccc([N+](=O)[O-])cc2[N+](=O)[O-])cc1	0	12	2.4	-1	12	19	8
Cc1noc(C)c1NC(=O)Nc1ccc2c(c1)C(=O)N([C@@H](C)CO)C[C@H](C)[C@H](CN(C)C(=O)Nc1ccc(C(F)(F)F)cc1)OCCCC[C@H](C)O2	36[16.7 µM]	-3	3.6	1	14	-4	1
CC1CN(c2nc(-c3ccccc3)nc3ccccc23)CC(C)O1 (stereo not drawn)	1	-1	0.1	-2	.	2	-2
C[C@@H]1CN([C@H](C)CO)C(=O)c2cccc(NC(=O)c3cnccn3)c2O[C@@H]1CN(C)C(=O)Nc1ccc2c(c1)OCO2	-3[16.7 µM]	2	0.2	-1	-2	-5	1
Cc1ccc(-n2ncc3c(NNC(=O)Cc4ccccc4)ncnc32)cc1	.	-3	.	-3	1	-6	3
C[C@@H]1CN([C@@H](C)CO)C(=O)Cc2cc(NC(=O)Nc3ccccc3)ccc2O[C@@H]1CN(C)C(=O)Nc1cccc2ccccc12	51[16.7 µM]	-1	-1.2	3	-8	0	-4
COCc1cc(C)nc(SCC(=O)Nc2ccc3[nH]c(=O)[nH]c3c2)c1C#N	-9	-3	-4.7	-7	-7	1	-1
CCOC(=O)C1CCN(c2cc3c(cc2NC(=O)c2ccccc2Br)n(C)c(=O)n3C)CC1	1	0	0.7	-4	-9	2	0
COC(=O)/C=C/C(=O)Nc1ccc(O)c(Cl)c1	.	22	.	.	8	0	-1
COc1ccc(CCCC(=O)NCC(=O)N/N=C/c2cc(Cl)ccc2OC)cc1	.	4	-2.9	-3	4	-3	1
CC(=O)C1=C(C)Nc2ncnn2C1c1cccc(O)c1 (stereo not drawn)	-4	-2	0.0	-1	2	1	-3
C[C@@H]1CN([C@H](C)CO)C(=O)Cc2cc(NC(=O)Nc3ccc(F)cc3)ccc2O[C@@H]1CN(C)Cc1ccc(C(=O)O)cc1	-5[16.7 µM]	0	-3.0	-4	-5	2	-4
COc1ccccc1NC1CCCCC1NS(=O)(=O)c1ccc(C)cc1 (stereo not drawn)	26	3	-1.5	-2	0	-1	-1
Cc1ccc(/C=N/NC(=S)Nc2cccc(S(=O)(=O)N(C)C)c2)o1	3	3	-2.2	5	-1	-3	-1
CCN1CCN(c2cc(C)c3cc(NC(=S)N(CC)CC)ccc3n2)CC1	.	-88	-2.3	8	.	7	.
Cc1noc(C)c1N=Nc1ccccc1C(=O)O	.	3	-1.5	.	5	1	-2
Cc1cccn(Cc2c(Cl)cccc2Cl)c1=O	4	0	-0.6	-1	3	2	.
CCCOc1ccc(Cl)cc1/C=C1/C(=O)ON=C1C	-1	4	0.8	-7	9	3	1
O=C(CNC(=O)C(c1ccccc1)c1ccccc1)N/N=C/c1ccc(O)cc1O	-5	-4	6.5	-3	2	3	-3
C[C@@H]1CN([C@H](C)CO)C(=O)CCCn2nncc2CO[C@@H]1CN(C)Cc1ccccc1	1[16.7 µM]	1	-2.0	-1	-2	1	12
Cc1ccc(C(=O)NC(=S)N2CCN(c3ccccc3F)CC2)cc1	-4	-1	-1.3	8	.	-1	0
CCCN1C[C@@H](C)[C@H](OC)CN(C)C(=O)c2ccc(NC(=O)c3cnccn3)cc2OC[C@@H]1C	.	0	-2.4	-1	-8	15	0
COCC(=O)Nc1ccc2c(c1)[C@@H]1C[C@@H](CC(=O)NCc3ccccc3)O[C@@H](CO)[C@@H]1O2	2[16.7 µM]	0	1.1	2	-6	6	1
CC(=O)Nc1ccc2c(c1)C(=O)N(C)[C@H]1CC[C@@H](CC(=O)NCc3ccc(Cl)cc3)O[C@H]1CO2	?	-3	-0.9	-2	-14	0	0
CC(C)NC(=S)n1cc(C(=O)c2cc(Cl)cc(Cl)c2O)cn1	1	.	0.8	3	5	0	2
CSc1ccccc1-c1cnc2cccnn12	-3	7	-1.4	.	-8	3	5
COC(=O)c1cc(S(=O)(=O)NCC2CCN(Cc3cc(C)ccc3C)CC2)c[nH]1	-5	-13	1.4	0	-2	3	-1

Individual results from the results shown:
In ERAP1 HTS inh, C[C@@H]1CN([C@H](C)CO)C(=O)CCCn2nncc2CO[C@@H]1CN(C)Cc1ccccc1 has 12
In miR122 inh, CSc1ccccc1-c1cnc2cccnn12 has -3

Other compounds.
canonical_smiles	miR122 inh	Casp6 inh	CFTR F508del cor	SIRT5 inh	DENV2 CPE rescue	ERp5 inh	ERAP1 HTS inh
COc1cc(OC)c(N2CC(C(=O)Nc3cccc(C(=O)NC4CC4)c3)CC2=O)cc1Cl (stereo not drawn)	-3	1	-0.6	-4	-6	2	-2
CCc1cccc2c(C(=O)CN3C(=O)N(C)C4(CCCCC4)C3=O)c[nH]c12	27	1	-3.4	2	-6	1	-3
C[C@H]1CN([C@@H](C)CO)C(=O)c2cc(C#Cc3ccccn3)cnc2O[C@@H]1CN(C)CC1CCOCC1	2[16.7 µM]	1	-0.1	0	-8	5	4
CCOC(=O)c1cccc(NC(=O)CSc2nncn2-c2ccccn2)c1	.	.	3.2	0	-1	0	4
CCC(C)(C(=O)NC1CCCCC1)N(Cc1cccs1)C(=O)c1ccccn1 (stereo not drawn)	.	-2	-1.1	-1	4	2	-4
O=C(C[C@@H]1C/C=C\C[C@H](Cc2ccc(F)cc2)C(=O)OC[C@@H](c2ccccc2)NC1=O)NCCO	.	-1	0.5	.	-3	-6	-2
Oc1c(C(c2ccc(F)cc2)N2CCc3ccccc3C2)sc2ncnn12 (stereo not drawn)	-3	2	-0.5	-8	-4	9	16
C[C@@H]1CN([C@@H](C)CO)C(=O)c2cc(C#CC3CC3)cnc2O[C@@H]1CN(C)C(=O)Nc1ccc(F)cc1	3[16.7 µM]	0	-1.6	-1	-1	-1	2
C[C@H]1CN([C@@H](C)CO)C(=O)CCCn2nncc2CO[C@H]1CN(C)C(=O)Nc1ccccc1F	-5[16.7 µM]	-3	-1.4	8	2	-5	-1
CC(=O)Nc1ccc(N2C(=O)CC(N3CC(C)OC(C)C3)C2=O)cc1 (stereo not drawn)	.	2	.	-3	.	-1	-2
Cn1c(N)c(C(=O)COC(=O)/C=C/c2cccc(F)c2)c(=O)n(C)c1=O	-6	3	1.0	-5	-4	-2	-1
COC(=O)c1ccc(/C=C2\SC(=S)N(CCCC(=O)N3CCOCC3)C2=O)cc1	-10	0	0.9	-2	10	2	2
COc1ccc(NC(=O)Nc2ccc3c(c2)[C@H]2C[C@@H](CC(=O)NCC4CC4)O[C@@H](CO)[C@H]2O3)cc1	1[16.7 µM]	-1	-1.9	3	3	4	2
O=C(NC1CCCCC1)[C@H]1[C@H](CO)[C@H]2Cn3c(cccc3=O)[C@H]2N1CC1CCCCC1	6[16.7 µM]	5	0.2	0	0	-1	-3
CNC(=O)COC(=O)c1ccccc1Nc1ccccc1	1	-1	2.2	3	-6	3	-3
C[C@@H]1CN([C@@H](C)CO)C(=O)Cc2cc(N(C)C)ccc2O[C@@H]1CN(C)S(=O)(=O)c1ccc(Cl)cc1	-5[16.7 µM]	1	-0.1	-2	2	1	4
C[C@@H]1O[C@@H](OCCC(=O)O)[C@H](O)C[C@H]1O	-5	3	-5.2	-7	12	5	-1
CCC1(C(=O)O)NC(c2cccc(OC)c2O)C2C(=O)N(c3ccccc3)C(=O)C21 (stereo not drawn)	-4	-1	0.6	.	-5	-2	3
Cc1ccc(S(=O)(=O)Nc2ccc3c(c2)C(=O)N([C@@H](C)CO)C[C@H](C)[C@@H](CN(C)CC2CCCCC2)OCCCC[C@H](C)O3)cc1	-2[16.7 µM]	1	2.0	-1	9	1	2
O=C(Nc1ccccn1)c1ccc2c(c1)S(=O)(=O)c1ccccc1C2=O	2	1	-0.9	.	-14	0	0
CCOc1ccc(OCCOC(=O)C2CCN(S(=O)(=O)c3ccc(C)c(C)c3)CC2)cc1	-5	5	1.5	-1	-5	0	1
COc1ccccc1NC(=O)NCCCCc1ccccc1	1	0	0.3	1	-2	7	3
CC(C)CC1C(C#N)=C(N)OC2=C1C(=O)CC(c1ccccc1)C2 (stereo not drawn)	5	1	0.3	-4	-1	8	0
